D2 antagonist: antagonizes the human D2 dopamine receptor | P14416 | HEK293 TREx D2 cells, calcium flux, dopamine EC80 | inhibition, % at 10 µM | actives 2% (n = 340,000) | AID 485344; in the data active = inhibition above about 30%; note: 0% is about no effect
Target sequence (P14416 whole entry, looked up): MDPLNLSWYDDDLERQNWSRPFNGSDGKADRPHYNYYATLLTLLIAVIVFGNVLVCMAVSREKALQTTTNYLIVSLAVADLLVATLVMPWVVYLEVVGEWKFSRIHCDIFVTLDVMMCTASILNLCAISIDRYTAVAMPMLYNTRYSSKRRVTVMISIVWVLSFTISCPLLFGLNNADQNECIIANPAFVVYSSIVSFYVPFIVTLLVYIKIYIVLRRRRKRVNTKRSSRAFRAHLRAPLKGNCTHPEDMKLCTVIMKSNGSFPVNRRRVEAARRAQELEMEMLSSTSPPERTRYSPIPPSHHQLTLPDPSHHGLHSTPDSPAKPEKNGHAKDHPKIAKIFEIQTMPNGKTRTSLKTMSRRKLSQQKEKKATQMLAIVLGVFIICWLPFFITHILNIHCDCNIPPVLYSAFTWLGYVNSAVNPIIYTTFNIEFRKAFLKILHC
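In this primary screen, negative modulation is detected by tracking calcium flux after an EC80 dopamine challenge in inducible HEK293 T-REx D2 cells preexposed to test compound for 180 s.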
D1 potentiator: enhances dopamine response at the human D1 receptor; HEK293 TREx D1 cells, calcium flux, dopamine EC20 potentiation; actives 0.036% (n = 360,000); potentiation, % at 10 µM; P21728; in the data active = potentiation above about 30%; note: 0% is about no effect
RXFP1 antagonist: blocks the human relaxin receptor RXFP1; activity change, negative = inhibition, % at 57.5 µM; HEK293-RXFP1, relaxin-stimulated cAMP HTRF, 30 min; hits give low values; actives 0.59% (n = 350,000); AID 1259400;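 active = activity change of -60% or lower, but not beyond a set lower limit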; note: % is set by controls: 0 for no effect and ±100 for the full control effect
TRHR PAM: allosterically enhances the human TRH receptor; AID 493056; TRHR cells, fluo-8 calcium fluorescence, EC20 TRH enhancement; actives 0.66% (n = 360,000); P34981; enhancement, % at 2 µM; in the data active = enhancement above about 30%; note: 0% is about no effect
Target sequence (P34981 whole entry, looked up): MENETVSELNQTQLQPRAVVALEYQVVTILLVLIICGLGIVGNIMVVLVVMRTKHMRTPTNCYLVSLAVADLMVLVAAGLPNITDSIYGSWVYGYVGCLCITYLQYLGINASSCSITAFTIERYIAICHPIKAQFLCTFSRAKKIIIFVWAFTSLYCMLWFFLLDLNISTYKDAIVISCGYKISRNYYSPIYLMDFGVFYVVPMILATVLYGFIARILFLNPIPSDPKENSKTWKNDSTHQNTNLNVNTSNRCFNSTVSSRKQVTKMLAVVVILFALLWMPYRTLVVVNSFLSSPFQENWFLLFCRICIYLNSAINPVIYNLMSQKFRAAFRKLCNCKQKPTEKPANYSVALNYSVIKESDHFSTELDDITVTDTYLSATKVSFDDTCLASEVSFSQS
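Enhancer read-out: after compound pinning and an initial kinetic agonist-mode read, an EC20 of TRH (10 nM final) was injected and fluo-8 calcium signal (Ex 480/Em 530) followed at 1 s/cycle for 100 cycles in TRHR-expressing cells.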
D2 agonist: agonists of human D2 dopamine receptor | actives 0.53% (n = 340,000) | activation, % at 2 µM | HEK293 T-REx D2 cells, calcium flux agonist mode;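 active = activation over 3 SD above normal in the single-dose calcium agonist read, cut at about 30% in these data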; note: 0% is about no effect
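Tetracycline-induced HEK293 T-REx cells with force-coupled D2 receptor, plated overnight at 30 C, loaded with no-wash calcium dye. After a 10 s baseline, compound was pin-added and calcium flux read kinetically for 180 s; calcium rises flagged agonists.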
D2 PAM: D2 dopamine receptor (human) potentiation; P14416; HEK293 T-REx D2, calcium flux, EC20 dopamine potentiation; potentiation, % at 10 µM; actives 0.34% (n = 340,000);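 active = potentiation over 3 SD above the plate norm, cut at about 30% in these data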; note: 0% is about no effect
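Cells plated with tetracycline inducer and held overnight at 30 C; calcium dye loaded 30–90 min at room temperature; baseline taken, compound added and read 180 s; EC20 dopamine then added and read 180 s.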
RXFP1 agonist: activates the human relaxin receptor RXFP1; Potency, µM (doses to about 57.5 µM), for the others: top-dose activation, most hits filed as activators; actives 0.3% (n = 370,000); HEK293T-RXFP1 cAMP TR-FRET, 30 min; response scale: percent of porcine relaxin response, buffer zero; active = well fitted activation curve with a large enough effect; note: potency is the fitted concentration of half-maximal effect; % is set by controls: 0 for no effect and ±100 for the full control effect; nearly all actives have a fitted effect of over 60% in size; many of its hits are not listed in these tables
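HEK293T cells stably expressing RXFP1 were pretreated with the PDE4 inhibitor Ro 20174, exposed to compounds for 30 min at 37C, lysed, and cAMP was read by TR-FRET. Data normalized to buffer (basal) and 29 nM porcine relaxin (100%).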
D1 antagonist: antagonists of human D1 dopamine receptor | HEK293 TREx D1 cells, calcium flux, dopamine EC80; hits give low values | AID 504652 | activity change, negative = inhibition, % at 10 µM | actives 3.2% (n = 360,000); in the data active = activity change below about -30%; note: % is set by controls: 0 for no effect and ±100 for the full control effect
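Cells carrying a force-coupled, tetracycline-inducible human D1 receptor report calcium flux. Each well gets a 10 s baseline, compound with 180 s monitoring, then an EC80 dopamine stimulus with a second 180 s kinetic read.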
D1 ag: activates the human D1 dopamine receptor; HEK293 T-REx D1 cells, calcium flux, agonist mode; activation, % at 2 µM; actives 1% (n = 360,000); AID 504660; in the data active = activation above about 30%; note: 0% is about no effect
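Tetracycline-induced HEK293 TREx D1 cells, force-coupled to calcium signalling, were dye-loaded with a no-wash calcium kit. Compound was pin-added after a 10 s baseline. Fluorescence was read kinetically at 1 cycle/s for 180 s, with calcium rises flagged as agonism.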
Numbers without * were called inactive; · = no result given. An excerpt; rates above refer to the full screens.

SMILES | D2 antagonist | D1 potentiator | RXFP1 antagonist | TRHR PAM | D2 agonist | D2 PAM | RXFP1 agonist | D1 antagonist | D1 ag
CN1/C(=C\C(=O)c2cncc(Br)c2)C(C)(C)c2ccccc21 | -9 | -6 | -25 | -1 | -1.1 | -6 | 8.1% | -14 | 5
O=C(CN1CCN(c2ccccc2)CC1)Nc1ccccc1C(F)(F)F | -26 | 0 | -19 | 0 | 1.6 | 2 | 1.5% | 0 | 2
CCc1c(C)nc(SC(C(=O)O)c2ccccc2)c(C#N)c1C (stereo not drawn) | 1 | 0 | · | 4 | 0.2 | 21 | 5.5% | 1 | 0
COc1ccc(Cl)cc1N1C(=O)C2CCCN2C1c1ccc(F)cc1 (stereo not drawn) | 4 | · | · | -3 | 1.2 | -11 | -0.3% | -15 | 1
O=C(NNC(=O)C1CC1c1ccccc1)c1ccccc1F (stereo not drawn) | 7 | -5 | -9 | 7 | 0.6 | -3 | 2.3% | 9 | 3
CCCN(CCC)S(=O)(=O)c1ccc(C(=O)Nc2nnc(COC)o2)cc1 | -7 | -1 | -2 | 0 | -0.3 | 1 | -0.5% | 8 | -1
Cc1ccc(NS(=O)(=O)c2ccc3c(c2)NC(=O)C(C)C(=O)N3)cc1C (stereo not drawn) | -12 | -10 | -3 | 1 | -0.3 | 2 | 0.0% | -14 | 6
COc1ccc(CNC(=S)NCc2ccc(OC(C)C)cc2)cc1 | -17 | 4 | 2 | 3 | 6.5 | 9 | 0.4% | 15 | 7
COc1ccc(CCCc2nnc(SCc3nc4ccccc4c(=O)[nH]3)n2C)c(C)c1 | · | -2 | 1 | -3 | · | · | 4.2% | 15 | 3
O=C(NC1CCCCC1)C(=S)N1CCOCC1 | 0 | -2 | -22 | 0 | 0.4 | 1 | 2.2% | 12 | 3
CCC1CCCCN1S(=O)(=O)c1ccc(NC(=O)c2cc(=O)c3ccccc3o2)cc1 (stereo not drawn) | · | -1 | -26 | 8 | -1.3 | -1 | 5.4% | -16 | 0
O=C(NCc1ccco1)C1CC(c2cc(C(F)(F)F)cc(C(F)(F)F)c2)=NO1 (stereo not drawn) | 12 | 1 | · | -4 | 0.0 | 5 | -0.2% | 18 | 8
CC(C)Cn1c(=O)c2sccc2n2c(CCCC(=O)NCCc3ccccc3)nnc12 | · | -3 | -4 | -5 | -0.4 | 3 | 3.9% | -14 | 2
COc1ccc(N(CC(=O)Nc2ccc(Cl)cc2C)S(=O)(=O)c2ccccc2)c(OC)c1 | · | -4 | · | -5 | · | -2 | 2.8% | -17 | 4
COc1ccc(NCN2C(=O)C3C4C=CC(C4)C3C2=O)cc1 (stereo not drawn) | 12 | -4 | -18 | 5 | 0.4 | 3 | 3.4% | -1 | 2
CC(=O)OCCCNc1cc(Sc2nc3ccccc3s2)c2nonc2c1[N+](=O)[O-] | · | -3 | -16 | 6 | · | · | 8.8% | 12 | 0
COCCNC(=O)CSc1nccn1Cc1ccc2c(c1)OCO2 | -12 | 0 | -7 | 1 | 0.8 | -4 | -0.2% | -6 | 0
c1ccc(-c2cc(N3CCCCC3)c3ccccc3n2)cc1 | 3 | 8 | -19 | 0 | 0.4 | 17 | 1.5% | 48 | 8
Cc1cc(C)c(S(=O)(=O)N2CCN(Cc3nc4ccc(C)cc4o3)CC2)c(C)c1 | · | 2 | -12 | -2 | -1.4 | 5 | 2.4% | 18 | 7
O=C(NCC1CCCO1)C(c1cccs1)N(C(=O)c1ccc(CN2CCOCC2)o1)c1ccc(Cl)cc1 (stereo not drawn) | -5 | -7 | 11 | 7 | 2.7 | -3 | 2.6% | 7 | 0
CCn1cc(Cl)c(C(=O)Nc2nc3ccccc3n2CCN2CCCCC2)n1 | -5 | -3 | · | -8 | 0.6 | -9 | 1.9% | 15 | 0
CCn1cc(C(=O)NCCC(=O)NCCO)c(=O)c2cc3c(cc21)OCO3 | -5 | 5 | 13 | 1 | -0.1 | 4 | 1.2% | 2 | 1
Cc1ccc(C)c(Nc2nn3c(=O)c4ccc(C(=O)NCc5ccccc5)cc4nc3s2)c1 | · | -2 | · | 2 | 0.5 | 6 | 3.1% | -3 | 0
O=C(NCc1ccccc1)C1CCCN(S(=O)(=O)c2cccc3nonc23)C1 (stereo not drawn) | 12 | 0 | -8 | 4 | 8.9 | -2 | 7.3% | 7 | 2
Clc1cccc(OCCN2CCN(CCOc3cccc(Cl)c3)CC2)c1 | 93* | -15 | -24 | 5 | 74* | -24 | -1.0% | -17 | 4
Cc1cccc(CCNC(=O)c2ccc(CSCc3cccc(Cl)c3)o2)c1 | · | -1 | -17 | 4 | -0.3 | · | -1.9% | 1 | -1
COc1ccc(C2c3cc(OC)c(OC)cc3CCN2S(C)(=O)=O)cc1OC (stereo not drawn) | -2 | -5 | -11 | -1 | 1.7 | 1 | 0.4% | -3 | 4
O=C(NCc1ccccn1)c1ccc(CNS(=O)(=O)c2cccc(Cl)c2)cc1 | 3 | -7 | 26 | 2 | 0.1 | 11 | 1.6% | -10 | 1
CC(=O)N1CCc2c(sc3c2c(=O)n(-c2cccc(Cl)c2C)c(=O)n3Cc2ccccc2C)C1 | · | 3 | · | -1 | 0.8 | 7 | -1.4% | 12 | 2
CCOC(=O)C1Cc2cc3c(cc2C1=O)CC(C(=O)OCC)C3=O (stereo not drawn) | 14 | 6 | · | -2 | -0.1 | -9 | 9.0% | 15 | 4
O=S(=O)(Nc1cccc(-c2cn3ccsc3n2)c1)c1ccc(F)cc1 | 4 | 0 | 0 | 4 | -1.3 | 4 | 0.8% | -8 | 3
O=C(NN1C(=O)c2ccccc2C1=O)c1ccncc1 | 24 | -4 | -1 | 3 | 15 | -6 | -0.4% | -17 | 6
Cc1ccccc1C(=O)Nc1ccccn1 | · | -5 | -7 | 5 | · | 7 | 1.7% | 0 | 0
O=C(Nc1ccccc1C(=O)N1CCOCC1)c1noc2c1CCCC2 | 6 | 1 | 1 | 1 | 0.3 | 4 | 0.7% | 0 | 1
O=c1oc2c3c4c(cc2c2c1CCC2)OCCN4CCC3 | 9 | 10 | 6 | -5 | 1.0 | 0 | 5.4% | -1 | 0
Nc1cc(=O)nc(SCC(=O)NCc2ccccc2)n1CCc1ccccc1 | -12 | -4 | -4 | 3 | 0.5 | 4 | 1.7% | 9 | 2
Cc1ccn2c(=O)cc(COc3ccc(NC(=O)COc4ccc(C)c(C)c4)cc3)nc2c1 | · | 0 | 2 | 8 | 0.6 | 12 | 4.8% | 4 | 13
COc1ccccc1-c1nnc(C2CCN(S(=O)(=O)c3ccccc3[N+](=O)[O-])CC2)o1 | -8 | -13 | 15 | -11 | 0.1 | -1 | 3.3% | -12 | 3
Cc1cc2oc(C(=O)Nc3ccc(S(=O)(=O)N4CCCC(C)C4)cc3)cc(=O)c2cc1Cl (stereo not drawn) | 12 | -4 | -7 | 4 | 1.4 | 9 | -0.7% | -14 | 1
CCN(CCS(=O)(=O)c1ccc(Cl)cc1)C(=O)Nc1ccc(Cl)cc1 | -3 | 2 | 4 | -2 | -2.9 | 6 | -0.3% | -2 | 9
COc1cccc(CC(=O)Nc2nc3ccccc3[nH]2)c1 | 2 | -5 | 11 | -4 | -1.0 | 0 | 1.1% | -17 | 3
Cn1c(=O)c2c(nc(NCc3ccccc3)n2CCCc2ccccc2)n(C)c1=O | -3 | -4 | 2 | -3 | 4.1 | · | -0.1% | 0 | 1
CCOC(=O)C1=C(C)N=C2SCCC(=O)N2[C@@H]1/C=C/c1ccccc1 | 12 | -2 | -21 | -4 | 0.6 | 8 | 2.2% | 11 | -1
Cc1c(NC(=O)c2ccc(N3C(=O)C4C5C=CC(C5)C4C3=O)cc2)c(=O)n(-c2ccccc2)n1C (stereo not drawn) | -23 | 1 | -11 | 11 | 0.8 | 8 | 2.6% | -8 | 4
O=C1N=C(N2CCCCC2)S/C1=C/C1=Cc2ccccc2OC1 | 17 | 1 | -39 | -1 | 2.2 | -20 | 4.1% | 16 | 2
CCOC(=O)c1nc(Nc2ccccc2OC)c2ccccc2n1 | · | 3 | -11 | -4 | -1.9 | -7 | 9.8% | 19 | -2
Cc1cccc(NC(=O)Cn2cc(S(=O)(=O)c3ccc(F)cc3)c(=O)c3cc4c(cc32)OCO4)c1 | · | -3 | · | 1 | -1.2 | 11 | 0.1% | 0 | 10
COc1ccc(NS(=O)(=O)c2ccc(N3CCCC3=O)cc2)cn1 | 5 | -1 | 8 | -4 | -0.8 | 3 | 4.0% | -8 | 20
CC[C@H](C)/C=C(C)/C=C/C1=CC2=CC(=O)[C@]3(C)OC(=O)[C@@H](C(C)=O)[C@@H]3C2=CO1 | 0 | 4 | · | -6 | 3.8 | 0 | 12% | -14 | 42*
COC(=O)CSc1ncc(C#N)c(N)n1 | -6 | 0 | -4 | 3 | 0.8 | -1 | -0.1% | -10 | 1
Cc1cc(C)c(NC(=O)c2ccc3c(c2)CCN3S(C)(=O)=O)c(C)c1 | 0 | -3 | 1 | 2 | -0.9 | -7 | 1.9% | 9 | 2
CCSc1nnc(NC(=O)c2ccc(F)c(S(=O)(=O)N3CCOCC3)c2)s1 | 1 | -5 | -5 | -5 | -0.6 | 14 | -1.8% | 41 | 5
COc1cccc(NC(=O)CCSc2ccc(C)cc2)c1 | -5 | 0 | 8 | 1 | -1.5 | -30 | 2.1% | -2 | -1
C/C(N)=C(/C#N)C(=O)COC(=O)c1ccncc1 | -4 | -2 | -4 | 0 | -0.2 | -1 | -0.2% | 7 | 2
COc1cc(OC)cc(C(=O)Nc2cc(-c3nc4cc(Cl)ccc4o3)ccc2Cl)c1 | · | -2 | · | -1 | 0.4 | 7 | 7.8% | 1 | 1
Cc1nn(-c2ccccc2)c(-n2cccc2)c1C(=O)N1CCN(c2ccccc2)CC1 | · | 0 | · | -7 | -0.3 | -6 | 0.0% | 25 | -3

Random excerpt: 5 records from the list
SMILES | D2 antagonist | D1 potentiator | RXFP1 antagonist | TRHR PAM | D2 agonist | D2 PAM | RXFP1 agonist | D1 antagonist | D1 ag
COc1cccc(NC(=O)CCSc2ccc(C)cc2)c1 | -5 | 0 | 8 | 1 | -1.5 | -30 | 2.1% | -2 | -1
C/C(N)=C(/C#N)C(=O)COC(=O)c1ccncc1 | -4 | -2 | -4 | 0 | -0.2 | -1 | -0.2% | 7 | 2
CCOC(=O)c1nc(Nc2ccccc2OC)c2ccccc2n1 | · | 3 | -11 | -4 | -1.9 | -7 | 9.8% | 19 | -2
Cc1cccc(NC(=O)Cn2cc(S(=O)(=O)c3ccc(F)cc3)c(=O)c3cc4c(cc32)OCO4)c1 | · | -3 | · | 1 | -1.2 | 11 | 0.1% | 0 | 10
CCSc1nnc(NC(=O)c2ccc(F)c(S(=O)(=O)N3CCOCC3)c2)s1 | 1 | -5 | -5 | -5 | -0.6 | 14 | -1.8% | 41 | 5

High-throughput results: PubChem, National Center for Advancing Translational Sciences (NCATS)
